# LDHA inh: blocks human lactate dehydrogenase A | purified LDHA, NADH/diaphorase-resazurin fluorescence; hits give low values | activity change, % (values are at about 110 or 230 µM) | actives 0.15% (n = 480,000) | AID 1347041; in the data active = activity change below about -30%; inconclusive = mostly about -25% to -30%;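 note: plate controls were DMSO wells for no effect and wells without enzyme for full effect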
#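 Resorufin fluorescence (ex540/em590), read at 0 and 20 min after diaphorase/resazurin addition, reports the NADH left after a 5 min room-temperature reaction of 2 nM human LDH5 with 0.06 mM NADH and 0.2 mM pyruvate.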
# Glioma ERSR ind: inducers of ER stress response in human glioma cells; actives 0.02% (n = 420,000); AID 602332; U87-MG GRP78 promoter luciferase reporter, 16 h; Potency, µM, without a hit: at the top dose activation, usual class: activators; note: potency is the fitted concentration of half-maximal effect; series mostly up to about 76 µM; % of control where 0% means no effect; nearly all actives have a fitted effect of over 35% in size
#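 Stably transfected U87-MG human glioma cells carrying a GRP78-based luminescent sensor were seeded at 1000 cells/well, pin-dosed with compounds and incubated 16 h. Luciferase reagent was then added, and end-point luminescence was read after 10 min at room temperature.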
# D1 antagonist: blocks dopamine activation of the human D1 receptor; P21728; HEK293 TREx D1 cells, calcium flux, dopamine EC80; hits give low values; activity change, negative = inhibition, % at 10 µM; actives 3.2% (n = 360,000); AID 504652; in the data active = activity change below about -30%; note: % is set by controls: 0 for no effect and ±100 for the full control effect
# Target sequence (P21728 whole entry, looked up): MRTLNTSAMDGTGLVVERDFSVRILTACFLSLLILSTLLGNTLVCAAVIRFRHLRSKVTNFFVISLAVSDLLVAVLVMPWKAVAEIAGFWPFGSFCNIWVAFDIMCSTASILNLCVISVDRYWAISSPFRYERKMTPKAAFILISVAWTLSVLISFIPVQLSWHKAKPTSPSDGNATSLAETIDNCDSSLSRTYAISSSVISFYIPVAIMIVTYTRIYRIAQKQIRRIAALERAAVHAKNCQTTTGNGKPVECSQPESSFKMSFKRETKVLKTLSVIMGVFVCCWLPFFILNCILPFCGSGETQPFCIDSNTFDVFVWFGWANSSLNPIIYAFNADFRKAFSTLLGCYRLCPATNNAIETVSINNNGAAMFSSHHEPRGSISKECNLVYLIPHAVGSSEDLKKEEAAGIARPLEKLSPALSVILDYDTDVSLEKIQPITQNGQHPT
#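 Allosteric or orthosteric antagonism assessed as attenuation of the calcium response to EC80 dopamine, added 180 s after compound, in induced HEK293 Trex D1 cells loaded with no-wash calcium dye.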
# D1 PAM: human D1 dopamine receptor positive modulation | actives 0.036% (n = 360,000) | potentiation, % at 10 µM | HEK293 TREx D1 cells, calcium flux, dopamine EC20 potentiation | AID 504651 | P21728; in the data active = potentiation above about 30%; note: 0% is about no effect
# Vif-APOBEC3F blk: inhibitors of Vif-A3F interaction | HeLa A3F-eYFP + Vif (tagged APOBEC3F with the HIV-1 protein that degrades it), YFP fluorescence increase | Potency, µM (top dose mostly 46.1 µM), inactives show at the top dose activity, negative = active | actives 0.2% (n = 390,000); note: potency is the fitted concentration of half-maximal effect; % of control where 0% means no effect; nearly all actives have a fitted effect of over 65% in size
#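 HeLa cells stably expressing A3F-eYFP plus Vif, plated and incubated overnight at 37 deg C, then exposed to compounds overnight at 37 deg C. Blocked degradation read as raised yellow fluorescence (Ex 488/Em 500-530).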
# D1 agonist: activates the human D1 dopamine receptor. actives 1% (n = 360,000). HEK293 T-REx D1 cells, calcium flux, agonist mode. P21728. activation, % at 2 µM. AID 504660; in the data active = activation above about 30%; note: 0% is about no effect
#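 Tetracycline-induced HEK293 TREx D1 cells, force-coupled to calcium signalling, were dye-loaded with a no-wash calcium kit. Compound was pin-added after a 10 s baseline. Fluorescence was read kinetically at 1 cycle/s for 180 s, with calcium rises flagged as agonism.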
# RXFP1 ag: activates the human relaxin receptor RXFP1; actives 0.3% (n = 370,000); Q9HBX9; Potency, µM (series often up to 57.5 µM), inactives show at the highest dose activation, hits mostly activators; HEK293T-RXFP1 cAMP TR-FRET, 30 min; response scale: percent of porcine relaxin response, buffer zero; note: potency is the fitted concentration of half-maximal effect; % is set by controls: 0 for no effect and ±100 for the full control effect; nearly all actives have a fitted effect of over 60% in size; many of its hits are not listed in these tables
#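 cAMP rise read by TR-FRET after 30 min, 37C compound exposure (up to 58 uM) in RXFP1-transfected HEK293 cells with Ro 20174 present. EC50 from Hill-equation fits, with 29 nM porcine relaxin as 100% and buffer as basal.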
# D2 PAM: positive allosteric modulators of human D2 dopamine receptor; P14416; HEK293 T-REx D2, calcium flux, EC20 dopamine potentiation; potentiation, % at 10 µM; actives 0.34% (n = 340,000);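 active = potentiation over 3 SD above the plate norm, cut at about 30% in these data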; note: 0% is about no effect
#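 Using a no-wash calcium dye in inducible, force-coupled HEK293 Trex cells expressing D2, we tracked fluorescence each second for 180 s after compound, then for 180 s after EC20 dopamine to detect augmented signalling.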
# Vif-A3G inh: Vif-A3G binding inhibition | Q9HC16 | HeLa A3G-eYFP + Vif (tagged APOBEC3G with the HIV-1 protein that degrades it), YFP fluorescence, overnight | Potency, µM (titrated, usually from 46.1 µM), without a hit: top-dose activity, negative = active, hits mostly inhibitors | actives 0.076% (n = 410,000) | AID 602310;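 note: potency is the fitted concentration of half-maximal effect; % is set by controls: 0 for no effect and ±100 for the full control effect; nearly all actives have a fitted effect of over 60% in size; hits raise eYFP signal because A3G escapes Vif-driven loss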
# Target sequence (Q9HC16 whole entry, looked up): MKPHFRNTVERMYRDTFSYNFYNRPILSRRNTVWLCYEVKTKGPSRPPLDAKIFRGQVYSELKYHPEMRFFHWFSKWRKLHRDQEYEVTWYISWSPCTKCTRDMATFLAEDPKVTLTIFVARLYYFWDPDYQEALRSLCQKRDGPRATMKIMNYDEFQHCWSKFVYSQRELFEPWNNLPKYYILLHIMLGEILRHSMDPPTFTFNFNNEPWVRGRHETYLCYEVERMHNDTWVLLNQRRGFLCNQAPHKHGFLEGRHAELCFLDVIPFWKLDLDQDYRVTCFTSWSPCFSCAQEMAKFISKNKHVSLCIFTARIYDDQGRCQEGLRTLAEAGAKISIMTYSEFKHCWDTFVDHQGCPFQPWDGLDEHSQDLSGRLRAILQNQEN
#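 Read-out is eYFP fluorescence (Ex 488/Em 500-530) from Vif-expressing HeLa A3G-eYFP cells; more signal means A3G escaped Vif-mediated degradation. Cells plated overnight, compound pinned in, incubated overnight at 37 deg C.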
# * = called active by the depositor; u = inconclusive; x = not tested or not shown; & = joins results of further samples. Unless noted, calls come from the whole dose curve; as a rule, active = well fitted curve in the direction sought with a large enough effect; inconclusive = small, poorly fitted or top-dose-only effect, or another doubt; inactive = no such curve, though single readings can be large; an effect the other way counts as inactive or inconclusive. Only part of the results is shown; count on the stated rates, not on these rows.
SMILES,LDHA inh,Glioma ERSR ind,D1 antagonist,D1 PAM,Vif-APOBEC3F blk,D1 agonist,RXFP1 ag,D2 PAM,Vif-A3G inh
O=C(Cc1ccc(F)cc1)OCN1C(=O)c2ccccc2C1=O,-5,-4%,-1,-8,-1%,7,2.2%,5,1%
Cc1ccc2sc(NC(=O)C3CC3)nc2c1C,-4,9%,-16,0,-2%,3,0.2%,36*,-2%
CN(C)C=Nc1nonc1-c1ncn[nH]1,-1,-2%,1,2,8%,2,-0.5%,1,0%
CCCn1c(SCC(=O)c2cc(OC)ccc2OC)nc2c1c(=O)n(C)c(=O)n2C,-3,-4%,1,3,0%,2,18%,-3,0%
CCOC(=O)C1CCCN(C(=O)c2cccs2)C1 (centres undefined),-20,-5%,2,1,7%,1,-0.4%,10,1%
CCCCC(NC(=O)c1cccc(Br)c1)C(=O)O (centres undefined),-11,5%,-5,2,15%,3,0.3%,7,-7%
CC1CCCC(NC(=O)c2ccc(F)c(S(=O)(=O)N3CCOCC3)c2)C1C (centres undefined),-1,-2%,1,-2,-20%,6,0.6%,-6,1%
OCCN1c2ccccc2CCc2ccccc21,-7,-6%,x,x,-4%,x,x,x,0%
Cc1cc(C(=O)OCC(=O)Nc2ccccc2F)c(C)o1,-4,14%,-11,0,-6%,-1,1.1%,7,1%
O=C(NN=C1CCCCCC1)c1c[nH]c2ccccc12,-4,-1%,-46*,-11,-23%,-1,-0.3%,x,-1%
Cc1ccc(CN2CCN(Cc3cnc(C)s3)CC2CCO)o1 (centres undefined),-6,-4%,-2,-1,5%,1,-1.8%,2,-1%
O=[N+]([O-])c1ccc(/C=N/Nc2nc3ccccc3o2)cc1,-4,6%,0,0,-1%,3,2.7%,-4,-1%

# A different layout for part of the listing above:
# Results follow in this order: LDHA inh	Glioma ERSR ind	D1 antagonist	D1 PAM	Vif-APOBEC3F blk	D1 agonist	RXFP1 ag	D2 PAM	Vif-A3G inh
- O=[N+]([O-])c1ccc(/C=N/Nc2nc3ccccc3o2)cc1
    -4	6%	0	0	-1%	3	2.7%	-4	-1%
- O=C(NN=C1CCCCCC1)c1c[nH]c2ccccc12
    -4	-1%	-46*	-11	-23%	-1	-0.3%	x	-1%
- Cc1ccc(CN2CCN(Cc3cnc(C)s3)CC2CCO)o1 (centres undefined)
    -6	-4%	-2	-1	5%	1	-1.8%	2	-1%
- Cc1ccc2sc(NC(=O)C3CC3)nc2c1C
    -4	9%	-16	0	-2%	3	0.2%	36*	-2%

# The main list resumes with the two entries that preceded the break.
SMILES,LDHA inh,Glioma ERSR ind,D1 antagonist,D1 PAM,Vif-APOBEC3F blk,D1 agonist,RXFP1 ag,D2 PAM,Vif-A3G inh
Cc1ccc(CN2CCN(Cc3cnc(C)s3)CC2CCO)o1 (centres undefined),-6,-4%,-2,-1,5%,1,-1.8%,2,-1%
O=[N+]([O-])c1ccc(/C=N/Nc2nc3ccccc3o2)cc1,-4,6%,0,0,-1%,3,2.7%,-4,-1%
CCOC(=O)c1ccc(S(=O)(=O)NNC(=O)COc2ccc(C)cc2)cc1,-2,-3%,2,0,2%,1,1.4%,-3,-1%
NS(=O)(=O)c1ccc(NC(=O)Nc2ccc(S(N)(=O)=O)cc2)cc1,-8,5%,4,3,4%,2,-1.4%,9,0%
Cc1ccc(C(=O)Nc2ccc(N3CCN(C(=O)c4cccs4)CC3)cc2)c(Cl)c1,-3,-4%,-22,4,8%,1,-0.2%,4,-9%
CCN1CCN(C(=O)c2cnn(-c3cccc(C)c3)c2C2CCN(C(=O)OC(C)(C)C)CC2)CC1,-1,-2%,2,-4,-1%,0,0.3%,-2,-1%
CC(C)n1cc(CNC(=O)C2CCC(=O)N(Cc3ccccc3F)C2)cn1 (centres undefined),-2,-5%,-2,-4,-12%,2,-1.7%,-2,-2%
CN1CCN(c2ccc(C(CC(N)=O)NC(=O)Cc3cccc4ccccc34)cc2[N+](=O)[O-])CC1 (centres undefined),3,-5%,-1,-3,-4%,2,-0.7%,2,-2%
COc1cccc(N2CCN(C3C(=O)c4ccccc4N3C(C)=O)CC2)c1 (centres undefined),12,-3%,-11,0,3%,1,-2.8%,-1,-13%
Cc1ccc(S(=O)(=O)c2nnn3c2nc(N2CCN(c4ccccn4)CC2)c2ccccc23)cc1,-2,-3%,-20,-5,-3%,3,0.3%,12,3%
Cc1onc(-c2c(F)cccc2Cl)c1C(=O)Nc1ccc(OC(C)C)cc1,-1,0%,-23,-2,1%,-2,-0.5%,6,-2%
COc1ccc(OCC(=O)Nc2ccc3c(c2)n(C)c(=O)n3C)cc1,-6,-2%,12,10,-6%,1,-0.5%,12,0%
Cc1ccc(C(=O)Nc2ccc3oc(-c4ccccc4C)nc3c2)cc1,-1,x,-18,0,x,1,1.7%,1,x
CN1\C(=C/C=C/C=C/C=[N+](C)C)C(C)(C)c2ccccc21,-1,-6%,-20,6,u,324*,22%,-4,u
O=C(/C=C/c1ccco1)Nc1cccc2cccnc12,10,11%,16,1,u,2,-2.2%,-5,-2%
CC1CN(C(=O)CN2C(=O)NC3(CCCCCC3)C2=O)CC(C)O1 (centres undefined),-6,-4%,1,-3,8%,1,-1.4%,2,1%
CCC(Cn1nnc2ccccc2c1=O)NC(=O)Nc1ccccc1Cl (centres undefined),2&-2,-2%,-5,1,2%,2,-6.5%,15,6%
CC1(C)Cc2c(C#N)c(OCC(=O)c3ccc(Cl)cc3)nc(-c3ccco3)c2CO1,-7,-9%,2,3,-1%,0,2.5%,x,-1%
COc1ccccc1NS(=O)(=O)c1ccc2c(c1)OCCO2,-6,0%,-10,-8,-9%,3,2.4%,-9,-1%
CC(C(=O)N1CCCCC1)N(C)CC(=O)Nc1ccc(F)c(F)c1F (centres undefined),-2,0%,x,x,1%,x,x,x,-4%
O=C(Nc1ccccc1)Nc1cccc(Cl)c1Cl,-1,3%,-17,-3,-14%,7,-0.2%,-12,-4%
O=C(Cn1c(=O)ccc2cc(S(=O)(=O)N3CCCC3)ccc21)Nc1ccccc1,-6,-3%,-1,-2,4%,1,1.9%,x,0%
CCOc1ccc(/C=C/C(=O)Oc2ccc(OC)cc2)cc1,-6,-3%,-6,-12,-1%,3,1.8%,3,0%
CCCn1c(=O)c(C(=O)NNC(=O)Cc2ccccc2)c(O)c2ccccc21,-7,-2%,-5,-6,-1%,6,1.1%,4,-11%
CCOC(=O)C1CCCN(C2CC(=O)N(c3ccccc3)C2=O)C1 (centres undefined),-13,-2%,10,-2,5%,-1,-0.5%,-3,1%
CCOC(=O)C1CCN(C(=O)/C(C)=C\c2ccccc2)CC1,0,u,x,-8,0%,0,-1.8%,2,0%

# Entries of single compounds as entered above. Screens in order: LDHA inh | Glioma ERSR ind | D1 antagonist | D1 PAM | Vif-APOBEC3F blk | D1 agonist | RXFP1 ag | D2 PAM | Vif-A3G inh
# Profile of `CC1CN(C(=O)CN2C(=O)NC3(CCCCCC3)C2=O)CC(C)O1` (centres undefined) = -6 | -4% | 1 | -3 | 8% | 1 | -1.4% | 2 | 1%
# Profile of `CCOC(=O)C1CCN(C(=O)/C(C)=C\c2ccccc2)CC1` = 0 | u | x | -8 | 0% | 0 | -1.8% | 2 | 0%
# Profile of `O=C(/C=C/c1ccco1)Nc1cccc2cccnc12` = 10 | 11% | 16 | 1 | u | 2 | -2.2% | -5 | -2%
# Profile of `CCCn1c(=O)c(C(=O)NNC(=O)Cc2ccccc2)c(O)c2ccccc21` = -7 | -2% | -5 | -6 | -1% | 6 | 1.1% | 4 | -11%

# Going on with the list:
SMILES,LDHA inh,Glioma ERSR ind,D1 antagonist,D1 PAM,Vif-APOBEC3F blk,D1 agonist,RXFP1 ag,D2 PAM,Vif-A3G inh
CC(C)(C)C(=O)Nc1ccnc(-c2cccnc2)n1,x,x,-17,-4,x,5,0.3%,-11,x
C/C(=N\Nc1nc(C)cc(C)n1)c1ccc(N2CCOCC2)cc1,2,1%,2,-5,1%,-1,-2.0%,-4,0%
N#CC1(NC(=O)CSc2nc3ccccc3o2)CCCCC1,-6&-3,-2%,x,x,-9%,x,x,x,-5%
CS(=O)(=O)c1nc2c(cc1C#N)CCCC2,-7,-4%,6,-7,-9%,0,-0.8%,x,3%
O=C(NCCc1ccc(Cl)cc1)c1cccs1,-3,11%,-33*,0,15%,1,4.0%,-2,-1%
COc1cc(OC)c(C2C(C(=O)O)c3ccccc3C(=O)N2C)cc1OC (centres undefined),1,-2%,28,-4,x,1,0.2%,15,-2%
O=C(NC(C(=O)N/N=C/c1ccncc1)c1n[nH]c(=O)c2ccccc12)c1ccccc1 (centres undefined),-1,-2%,11,0,7%,2,15%,4,-1%
CN1CCN(CCCNC(=O)c2nnc(Cc3c(F)cccc3Cl)o2)CC1,-1,-4%,47,-2,-2%,1,3.0%,-1,4%

# Source: PubChem BioAssay
